FXN GAA850 act: increases GAA850 frataxin promoter reporter activity; HEK293 lucGAA850 FXN promoter luciferase reporter, 24 h; percent of 10 µM SAHA response; activation, % at 6 µM; 0.56% of 360,000 active;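 active means activation above the average of all compounds screened plus 3 SD, cutoff fixed separately per campaign, cut at about 7.5% in these data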;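 further: 0% = DMSO wells and 100% = 10 µM SAHA wells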
NR0B1 inh: inhibits human nuclear receptor DAX1 | P51843 | HEK293 Gal4-DAX1 luciferase reporter, luminescence | inhibition, % at 6.75 µM | 0.99% of 340,000 active | AID 504766;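 active means inhibition above the mean over all tested compounds plus 3 SD, cut at about 4.2% in these data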;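 further: 0% = DAX1-transfected cells with DMSO and 100% = empty-vector control cells with DMSO; inhibition shows as a rise in luminescence from relieved DAX1 repression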
Target sequence (P51843 207-470 limits assumed): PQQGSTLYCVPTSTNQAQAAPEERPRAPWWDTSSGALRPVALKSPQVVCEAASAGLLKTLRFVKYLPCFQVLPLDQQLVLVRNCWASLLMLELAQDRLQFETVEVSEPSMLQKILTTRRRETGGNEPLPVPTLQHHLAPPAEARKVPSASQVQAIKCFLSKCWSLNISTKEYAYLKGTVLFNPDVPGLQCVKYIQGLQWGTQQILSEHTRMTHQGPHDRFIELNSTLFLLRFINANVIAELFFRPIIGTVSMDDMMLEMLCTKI
The depositor's hits bear a star.

Screening CC[C@H](C)/C=C(C)/C=C/C1=CC2=C(Cl)C(=O)[C@@](C)(OC(C)=O)C(=O)C2=CO1 returned NR0B1 inh 1.3.
Screening CC[C@H]1CC2CN3CCc4c([nH]c5cc(OC)ccc45)[C@](C(=O)OC)(C2)[C@H]13 returned FXN GAA850 act -0.5.
CC(=O)O[C@@H]1/C=C/[C@](C)(O)C[C@@H](C)C/C=C/[C@H]2[C@@H]3O[C@]3(C)[C@@H](C)[C@H]3[C@H](Cc4ccccc4)NC(=O)[C@@]312 was read as FXN GAA850 act 18*.
`COc1ccc(S(=O)(=O)NCc2ccc(C(=O)N3CCC4(CC3)OCCO4)cc2)cc1` gave FXN GAA850 act -1.3 and NR0B1 inh 0.8.
CCN1C(=O)c2ccccc2Sc2ccc(C(=O)N3CCC4(CC3)OCCO4)cc21 was read as FXN GAA850 act 2.3 and NR0B1 inh 0.5.
For CN1Cc2c(c(C#N)c(N)n(C)c2=S)CC1(C)C the results were FXN GAA850 act -0.7 and NR0B1 inh 0.4.
`C=CCN1C(=O)c2ccccc2Sc2ccc(C(=O)N3CCC4(CC3)OCCO4)cc21` gave FXN GAA850 act -1.1 and NR0B1 inh -0.1.
Screening CCCN1CCc2cccc3c2[C@H]1Cc1ccc(O)c(O)c1-3 returned FXN GAA850 act -1.6 and NR0B1 inh 0.3.
CC(C)CCn1c(N)c(C(=O)NCc2cccs2)c2nc3ccccc3nc21 was read as FXN GAA850 act -1.5 and NR0B1 inh -1.9.
Screening CCOC(=O)c1c(C)n(CCN2CCN(C)CC2)c2ccc(OC)cc12 returned FXN GAA850 act -0.6 and NR0B1 inh -0.1.
Screening O=C1NC(=S)N(c2ccc(F)cc2)C(=O)/C1=C\c1ccoc1 returned FXN GAA850 act -0.2 and NR0B1 inh -0.6.
Screening O=c1c(C=NCCN2CCNCC2)c(O)n(C2CCCCC2)c(=O)n1C1CCCCC1 returned FXN GAA850 act 1.8 and NR0B1 inh -0.9.
For CCOc1ccc(CN(CCCl)CCCl)cc1C(=O)OC the results were FXN GAA850 act 2.5 and NR0B1 inh 0.6.
Screening O=P(Nc1c(Cl)cccc1Cl)(c1ccccc1)c1nc2c(s1)CCCC2 (stereo not given) returned FXN GAA850 act 0.8 and NR0B1 inh 0.6.
`Cc1c2ccncc2c(C)c2c1[nH]c1ccccc12` gave FXN GAA850 act 3.2 and NR0B1 inh -1.7.
For CN1CC=C2C(C#N)=C(N)C(C#N)(C#N)C(c3ccncc3)C2C1 (stereo not given) the results were FXN GAA850 act -1.6 and NR0B1 inh 0.4.
COC(=O)C1=C(c2ccc3ccccc3c2)C[C@@H]2CC[C@H]1N2C(=O)N1CCC(C)CC1 was read as FXN GAA850 act -0.5 and NR0B1 inh -1.9.
`CC(C)[C@H]1C(=O)O[C@H](C(C)C)C(=O)N(C)[C@@H](C(C)C)C(=O)O[C@H](C(C)C)C(=O)N(C)[C@@H](C(C)C)C(=O)O[C@H](C(C)C)C(=O)N1C` gave FXN GAA850 act -12 and NR0B1 inh -7.7.
O=C(O)CC1OCC=C2CN3CCC45C6=CC(=O)C(=O)C([N+](=O)[O-])=C6NC4C1C2CC35 (stereo not given) was read as FXN GAA850 act 0.4 and NR0B1 inh -0.5.
For CCOc1cc(C(=O)N2CCC3(CC2)OCCO3)cc(OCC)c1OCC the results were FXN GAA850 act -1.7 and NR0B1 inh 2.0.
CCOC(=O)c1c(-n2c(C)cc(C=C3C(=O)NC(=S)NC3=O)c2C)sc2c1CCCC2 was read as FXN GAA850 act -3.2 and NR0B1 inh -0.1.
Screening C[C@]12CCC(=O)C=C1CCC1C2CC[C@@]2(C)C1CC[C@@]2(O)CC#N (stereo not given in full) returned FXN GAA850 act -0.8 and NR0B1 inh 0.9.
O=C(c1ccc2nc(-c3ccco3)c(-c3ccco3)nc2c1)N1CCC2(CC1)OCCO2 was read as FXN GAA850 act 0.0 and NR0B1 inh -1.7.
For COc1ccc(C2C(C(=O)N3CCC4(CC3)OCCO4)CC(=O)N2c2ccc(OC)cc2)cc1 (stereo not given) the results were FXN GAA850 act 0.7 and NR0B1 inh -0.2.

Part of the list above in order of count of non-hydrogen atoms, smallest number first.
`Cc1c2ccncc2c(C)c2c1[nH]c1ccccc12` gave FXN GAA850 act 3.2 and NR0B1 inh -1.7.
For CCOc1ccc(CN(CCCl)CCCl)cc1C(=O)OC the results were FXN GAA850 act 2.5 and NR0B1 inh 0.6.
Screening O=C1NC(=S)N(c2ccc(F)cc2)C(=O)/C1=C\c1ccoc1 returned FXN GAA850 act -0.2 and NR0B1 inh -0.6.
For CN1CC=C2C(C#N)=C(N)C(C#N)(C#N)C(c3ccncc3)C2C1 (stereo not given) the results were FXN GAA850 act -1.6 and NR0B1 inh 0.4.
Screening O=P(Nc1c(Cl)cccc1Cl)(c1ccccc1)c1nc2c(s1)CCCC2 (stereo not given) returned FXN GAA850 act 0.8 and NR0B1 inh 0.6.
For CCOc1cc(C(=O)N2CCC3(CC2)OCCO3)cc(OCC)c1OCC the results were FXN GAA850 act -1.7 and NR0B1 inh 2.0.
COC(=O)C1=C(c2ccc3ccccc3c2)C[C@@H]2CC[C@H]1N2C(=O)N1CCC(C)CC1 was read as FXN GAA850 act -0.5 and NR0B1 inh -1.9.
O=C(c1ccc2nc(-c3ccco3)c(-c3ccco3)nc2c1)N1CCC2(CC1)OCCO2 was read as FXN GAA850 act 0.0 and NR0B1 inh -1.7.
For COc1ccc(C2C(C(=O)N3CCC4(CC3)OCCO4)CC(=O)N2c2ccc(OC)cc2)cc1 (stereo not given) the results were FXN GAA850 act 0.7 and NR0B1 inh -0.2.
`CC(C)[C@H]1C(=O)O[C@H](C(C)C)C(=O)N(C)[C@@H](C(C)C)C(=O)O[C@H](C(C)C)C(=O)N(C)[C@@H](C(C)C)C(=O)O[C@H](C(C)C)C(=O)N1C` gave FXN GAA850 act -12 and NR0B1 inh -7.7.

(further entries)
For Cc1cccc(C(=O)Nc2ccc3c(c2)CC2(C(=O)N(C)C(=O)N(C)C2=O)C2CCCN32)c1 (stereo not given) the results were FXN GAA850 act 2.8 and NR0B1 inh 0.0.
`COC(=O)C1=C(c2ccc(F)cc2F)C[C@@H]2CC[C@H]1N2C(=O)NCCOc1ccc(OC)cc1` gave FXN GAA850 act 1.6 and NR0B1 inh -1.3.
For COc1cc(Br)cc(CN2CCN(C)CC2)c1O the results were FXN GAA850 act 0.0 and NR0B1 inh -0.8.
COC(=O)C1=C(c2ccc(C(C)=O)cc2)C[C@@H]2CC[C@H]1N2C(=O)NCC1CC1 was read as FXN GAA850 act 0.9 and NR0B1 inh 0.5.

Only part of the results is shown; the hit share may differ from the screen's.
